High-throughput results as filed in PubChem.
bCat KO growth = beta-catenin-lacking colon tumor cell growth suppression. HCT116 beta-catenin knockout viability, CellTiter-Glo, 60 h; stronger effect = lower value. viability, % at 10 µM. 140,000 tested, 1.5% active. AID 818;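 active = viability at or under a set limit, the compound median less 4 SD, cut at about 6% in these data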;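 also: 0% = Hyamine 1622 control at 20 µM and 100% = untreated cell control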
GALR2 antag = blocks the human galanin receptor 2. GALR2-expressing cells, antagonist mode. inhibition, % at 4 µM. 140,000 tested, 0.39% active; in the data active = inhibition above about 27%;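 also: cells stimulated with galanin 1-16 at roughly its EC80; 0% = agonist challenge control and 100% = basal control without agonist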
Target sequence (O43603 whole entry, looked up): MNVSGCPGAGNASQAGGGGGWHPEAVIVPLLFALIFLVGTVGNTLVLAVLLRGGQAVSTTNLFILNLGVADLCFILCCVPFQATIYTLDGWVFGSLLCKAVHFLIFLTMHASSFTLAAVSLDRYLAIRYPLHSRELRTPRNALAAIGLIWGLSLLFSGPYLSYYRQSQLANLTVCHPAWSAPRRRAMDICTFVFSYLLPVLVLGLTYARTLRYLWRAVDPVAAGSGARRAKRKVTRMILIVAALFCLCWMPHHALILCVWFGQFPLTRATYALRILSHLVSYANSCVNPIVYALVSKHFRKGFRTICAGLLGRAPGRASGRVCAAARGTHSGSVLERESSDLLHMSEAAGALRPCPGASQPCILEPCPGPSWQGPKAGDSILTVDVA
Yeast growth inh = chemicals that inhibit yeast BB579 growth in restrictive medium (lifespan-shortening candidates) | S. cerevisiae BB579 growth, OD615, 48 h | inhibition, % at 10 µM | 140,000 tested, 0.51% active | AID 804;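 active = inhibition above a set limit, 3 SD over the mean compound inhibition, cut at about 44% in these data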; also: inactives centre near -24
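System: Saccharomyces cerevisiae DeaD strain BB579, replicative lifespan model yeast | Buffer or medium: Restrictive glucose-based CSMM-D medium | Times: 4 h preincubation and 48 h exposure at 30 °C | Detection: OD615 turbidity measurement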
Yeast life ext = extends the lifespan of yeast; S. cerevisiae growth with nicotinamide, OD615; deaD strain in restrictive glucose medium; inhibition of the nicotinamide effect, % at 10 µM; 130,000 tested, 0.68% active; AID 775;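 active = inhibition above a set limit, placed 3 SD over the median of all compounds, cut at about 26% in these data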;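 also: 0% = nicotinamide-treated wells and 100% = cells grown without nicotinamide; some compounds called inactive have numbers as strong as hits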
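System: Modified budding yeast, DeaD strain | Buffer or medium: Restrictive glucose medium | Also added: 1.5 mM nicotinamide | Doses: 10 µM single point, 0.25% DMSO | Schedule: 48 h compound exposure at 30 °C, humidified | Detection: Absorbance at 615 nm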
Phagocyt inh = macrophage phagocytosis inhibition | J774A.1 macrophage IgG-bead phagocytosis, imaging | inhibition, % at 5 µM | 110,000 tested, 0.07% active | AID 1029;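 active = inhibition above the mean of the plate negative controls plus 5 SD, cut at about 13% in these data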;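 also: phagocytic index as fraction of beads internalized from green versus red external bead signal; plate controls were DMSO negative control for no effect and cytochalasin-D positive control for full effect; some results beyond the cut were filed as inactive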
MRP-1 activ = MRP-1 activation; H69AR cells + doxorubicin, viability rescue, CellTiter-Glo; viability increase, % at 10 µM; 140,000 tested, 0.61% active; AID 799;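 active = viability gain under doxorubicin at or above a set limit, the compound median plus 3 SD, cut at about 4.7% in these data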;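 also: MRP-1 overexpressing cells given doxorubicin 25 µM after compound pretreatment; 18-22 h compound pretreatment then 72 h with doxorubicin before readout; 0% = doxorubicin-only wells and 100% = vehicle-treated cells without doxorubicin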
E-sel TNF inh = blocks E-selectin expression induced by TNF alpha; 120,000 tested, 0.71% active; inhibition, % at 2 µM; AID 1246; HUVEC TNFa-induced E-selectin immunofluorescence, high content;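 active = inhibition above the batch mean plus 3 SD, and confirmed as a hit on visual image review, cut at about 43% in these data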;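 also: 0% = TNF-stimulated DMSO wells and 100% = unstimulated control wells; not every result past the cut was called active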
NPY Y2 blocker = antagonists of human neuropeptide Y receptor Y2; AID 793; P49146; NPY-Y2 expressing cells, antagonist mode; inhibition, % at 2.7 µM; 140,000 tested, 0.99% active; in the data active = inhibition above about 17%;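 also: 0% = vehicle with agonist challenge and 100% = reference antagonist with challenge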
Target sequence (P49146 whole entry, looked up): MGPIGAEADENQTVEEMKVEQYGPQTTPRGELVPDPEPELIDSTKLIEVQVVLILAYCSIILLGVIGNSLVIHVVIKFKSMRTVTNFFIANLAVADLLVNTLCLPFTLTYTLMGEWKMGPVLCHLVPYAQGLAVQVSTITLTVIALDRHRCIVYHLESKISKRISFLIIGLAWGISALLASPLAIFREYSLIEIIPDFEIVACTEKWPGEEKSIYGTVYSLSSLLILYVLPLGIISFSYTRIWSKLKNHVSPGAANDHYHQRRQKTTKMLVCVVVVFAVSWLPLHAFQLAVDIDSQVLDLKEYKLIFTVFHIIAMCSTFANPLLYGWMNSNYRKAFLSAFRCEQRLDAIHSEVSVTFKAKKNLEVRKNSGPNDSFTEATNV
PTEN del growth = growth suppressors of cells with PTEN tumor suppressor deletion. HCT116 PTEN-null viability, CellTiter-Glo, 60 h; stronger effect = lower value. viability, % at 10 µM. 140,000 tested, 1.2% active;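 active = viability at or below a set limit, 4 SD under the median of all tested compounds, cut at about 3.7% in these data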;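 also: PTEN knockout HCT116 line with beta catenin targeted HCT116 as companion control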
Measles CPE = protection of cells from measles virus; protection (pct of control), % at 4 µM; 140,000 tested, 1.5% active; AID 841; Measles virus-infected cells, CPE protection, absorbance; in the data active = protection mostly above about 24%, no sharp cut-off; inactive = mostly below about 26%; also: some compounds called inactive have numbers as strong as hits
An asterisk follows results filed as active; x = no result given.

SMILES	bCat KO growth	GALR2 antag	Yeast growth inh	Yeast life ext	Phagocyt inh	MRP-1 activ	E-sel TNF inh	NPY Y2 blocker	PTEN del growth	Measles CPE
O=C(Nc1ncccn1)C1c2ccccc2Oc2ccccc21	86	-7	-8	-3	1	-2.0	-22	1	93	11
CCN(CC)S(=O)(=O)c1ccc(NC(=O)c2ccc(CN3CCOCC3)cc2)cc1	15	-5	-35	x	x	-1.7	-4	6	25	8
CCOC(=O)NNC(=O)c1ccc(Cl)cc1	96	6	15	-7	1	-0.9	-15	5	96	10
Cc1ccc(C)n1-c1cc(S(=O)(=O)N2CCOCC2)ccc1N1CCCC1	90	-6	-29	-22	0	-3.0	26	2	88	6
COc1ccc(C(C)C)cc1S(=O)(=O)Nc1ccccn1	117	-3	-21	-9	-1	-1.7	7	0	96	4
O=C(Cn1cc2c(n1)CCCC2)N1CCCC1	94	-3	-32	0	0	-0.6	1	2	101	13
CCOc1ccc(N(C(C)C(=O)N/N=C(\C)c2cccc(NC(=O)c3ccccc3)c2)S(C)(=O)=O)cc1 (centres undefined)	44	2	-45	-9	x	0.3	-3	1	44	14
Cc1cc(=O)oc(C)c1C(=O)N1CCc2c([nH]c3ccccc23)C1C(C)C (centres undefined)	76	3	-20	-9	0	-1.2	x	2	80	14
CC(NC(=O)c1ccc(Cl)s1)C1CCCO1 (centres undefined)	98	7	-37	1	x	-0.5	4	-3	104	10
CCOc1ccc(N/C(=C(/C(Cl)=C(Cl)Cl)[N+](=O)[O-])n2cncn2)cc1	99	0	-67	-12	2	-1.1	1	-3	97	9
CCOc1ccc(-c2[nH]ncc2Oc2cccc(OC)c2)c(O)c1	87	1	86*	-24	2	-1.8	x	0	90	15
COC(=O)c1ccc(S(=O)(=O)N2CCCC2)o1	104	0	-30	-8	-3	-0.1	-7	0	95	7
O=S(=O)(c1cc(Cl)ccc1Cl)n1nnc2ccccc21	98	1	-22	-9	-1	-0.5	x	4	100	7
CC(C)NC(=O)CSCc1c(F)cccc1Cl	93	3	2	x	x	0.1	15	4	91	7
O=C(OCc1nnc(-c2ccccc2)o1)c1ccc2c(c1)OCCO2	87	-14	13	-5	x	-1.2	x	20*	93	14
O=C(NCc1cn2ccsc2n1)Nc1ccc(Cl)cc1	96	2	-31	-4	0	-2.0	14	0	89	4
COc1cccc(C(=O)N2CCN(Cc3cc(Br)ccc3OC)CC2)c1	88	10	-23	x	x	-1.2	8	6	87	18
Cc1c(Cl)cccc1NC(=S)/C(=C(\[O-])c1ccc(Cl)s1)[n+]1ccccc1	84	4	-19	-2	x	-3.7	x	1	91	10
Cc1nc(SCC(=O)Nc2ccc3c(c2)OCO3)c(C#N)c2c1CCCC2	84	-1	-64	-1	0	-0.2	x	5	77	42*
Cn1c(SCC(=O)Nc2nccs2)nnc1-c1ccc(S(=O)(=O)N2CCCC2)cc1	83	-14	-4	-21	-1	-2.6	18	3	95	9
CCCc1nn(C)c(C(=O)Nc2cccc3ccccc23)c1Cl	77	-5	-12	-2	-4	1.4	x	7	76	33
O=C(COc1ncnc2c(Cl)cc(Cl)cc12)NCCC1=CCCCC1	97	-9	-54	-13	1	0.4	-7	4	90	5
O=C(CSc1nnc(-c2ccccc2)c(-c2ccccc2)n1)Nc1ccc(Br)cn1	30	12	-44	7	13	-2.1	-6	-1	42	8
CCOC(=O)N1CCN(C(=O)CN(c2ccc(OC)cc2)S(C)(=O)=O)CC1	126	6	-19	x	x	1.4	25	-2	96	11
O=C(Cn1ccc([N+](=O)[O-])n1)Nc1nccs1	101	4	-15	0	-7	-3.1	16	4	99	4
Next section.
SMILES	bCat KO growth	GALR2 antag	Yeast growth inh	Yeast life ext	Phagocyt inh	MRP-1 activ	E-sel TNF inh	NPY Y2 blocker	PTEN del growth	Measles CPE
CSc1nnc([C@@H](NC(=O)OC(C)(C)C)C(C)C)o1	88	-3	6	-2	-1	0.8	-4	2	99	1
CCOC(=O)C1C(=O)CC(C)(O)C(C(=O)OCC)C1c1ccc(F)cc1 (centres undefined)	94	0	-17	-6	x	-0.5	-10	0	93	8
CC(=O)NCC12CC3CC(C1)CC(C(=O)O)(C3)C2	98	-3	-21	-1	0	0.2	-1	2	104	8
Cc1cc2c(nc1C)CCCN2C[C@@H](C)O/N=C1/[C@H]2CCn3c(=O)n(-c4ccccc4)c(=O)n3[C@H]2[C@H](O)[C@@H]2O[C@H]12	62	6	-34	7	x	-2.7	-33	2	69	5
Cn1c(=O)c2c(nc(NCc3ccco3)n2C/C=C/c2ccccc2)n(C)c1=O	45	x	-30	x	-1	0.8	x	x	42	4
CC(C)NC(=O)C1(O)c2ccccc2NC(=O)N1c1ccc(Cl)c(Cl)c1 (centres undefined)	95	-6	-24	6	-3	-0.5	-2	2	99	15
COc1ccc(N2CCN(C(c3ccco3)c3sc4nc(C)nn4c3O)CC2)cc1 (centres undefined)	97	4	-36	-4	-1	0.5	-15	0	100	2
CCOC(=O)N1CCN(Cc2cc(=O)oc3ccc4ccccc4c23)CC1	82	4	3	-6	-1	-1.5	11	5	81	9
COc1cccc(N(CC(=O)Nc2ccccc2C)S(C)(=O)=O)c1	93	-3	-31	-4	2	-0.8	x	1	91	11
O=C1C=C(NC2CC2)C2(CCCCC2)O1	95	-4	-35	-6	0	-0.5	x	1	89	2
CCN(CC)C(=O)CSc1ccc(C(F)(F)F)cc1[N+](=O)[O-]	95	14	-8	-5	-6	-2.2	3	0	93	4
CCN1CCN(c2ccc(NC(=O)COc3ccccc3Cl)cc2)CC1	79	1	-42	-8	-1	0.6	x	2	82	x
O=C(Nc1nonc1NC(=O)C1CCCCC1)C1CCCCC1	84	-5	-21	3	0	0.1	-18	-3	78	16
CN(C)c1ccc(/C=N/Nc2ccc(-n3ccnc3)nn2)cc1	107	-4	-54	-7	0	0.7	-23	0	96	1
CCOC(=O)c1cnn(-c2ccccc2)c1NC(=O)CCl	74	-7	-58	-5	3	-4.9	x	0	76	35
COCCOC(=O)C1=C(C)NC(=O)NC1C1CC=CCC1 (centres undefined)	102	-1	-33	-7	-1	-0.6	x	-1	106	10
CC(C)C(=O)Nc1c2c(nc3c1CCC3)CCCC2	112	2	-2	-9	2	-1.6	14	0	91	2
Cc1ccccc1-c1ccc(=O)n(CC(=O)Nc2ccc(C(=O)N3CCCC3)cc2)n1	84	3	-36	-9	-2	-5.0	-12	0	85	5
O=C(CCN1C(=O)COc2ccccc21)NCCN1CCOCC1	102	-3	-33	-19	-1	-3.8	12	2	99	2
Cc1cc(OCC(=O)O/N=C(\N)Cc2cccs2)ccc1Br	90	4	-31	-21	-1	-3.9	39	6	92	6
O=C(Nc1ccccc1)C(=O)c1cn(CC(=O)N2CCCCC2)c2ccccc12	83	3	-4	5	-11	0.8	46	5	74	5
COc1ccccc1CNc1ccc(C(=O)O)cc1	96	4	19	-6	-1	-1.2	11	8	91	25
CC1CCC/C(=N\NC(=O)c2ccncc2)C1 (centres undefined)	90	0	-13	1	-4	-1.6	-11	0	106	5
Nc1ccc(C(=O)OCC(=O)Nc2cc([N+](=O)[O-])ccc2F)cc1	85	6	-5	-4	-10	0.7	5	4	85	14
COC(=O)c1cccc(NC(=O)C23CC4CC(C2)CC(n2cncn2)(C4)C3)c1	94	-5	-3	x	x	-2.7	-31	-2	91	3
The results go on.
SMILES	bCat KO growth	GALR2 antag	Yeast growth inh	Yeast life ext	Phagocyt inh	MRP-1 activ	E-sel TNF inh	NPY Y2 blocker	PTEN del growth	Measles CPE
O=C(COC(=O)Cn1cnc2ccccc2c1=O)Nc1ccc(Cl)cc1	95	-7	-5	-5	-11	0.0	3	6	97	9
COc1ccc(N(CC(=O)N/N=C/c2ccc(-c3ccc([N+](=O)[O-])cc3)o2)S(=O)(=O)c2ccc(C)cc2)cc1Cl	92	7	-33	-2	-2	0.3	30	1	89	3
COc1ccccc1-c1nc2s/c(=C\c3cccs3)c(=O)n2n1	94	4	-40	9	-1	-1.1	-60	7	103	20
COc1ccc(Cn2c(C)c(C)c(C#N)c2NC(=O)Nc2ccc(Cl)cc2)cc1	97	2	-69	-10	3	-0.7	-14	0	100	7
CCCOC(=O)Nc1ccc(N2CCCCC2)cc1	82	-4	-18	-8	1	1.8	1	3	90	9
C/C(=N/OCO/N=C(/C)c1ccc(F)cc1)c1ccc(F)cc1	71	-2	-11	0	-6	-1.6	x	9	72	29*
Clc1cccc(N2CCN(Cc3nc(-c4ccccc4)no3)CC2)c1	90	2	-11	-13	-1	-1.5	x	11	99	8
O=C(CSc1nc(-c2ccco2)cc(C(F)(F)F)n1)N1CCSCC1	96	-10	6	x	x	-2.7	-30	12	86	25
Cc1ccccc1OCc1nc2c3cnn(C)c3ncn2n1	105	0	-23	-13	2	2.6	-25	-2	114	6
COc1ccc2oc(=O)c(-c3nnc(NCc4ccco4)s3)cc2c1	4.2*	16	-19	-23	0	-6.6	-2	2	3.8*	9
CNC(=S)N1N=C(c2ccc(C)cc2)CC1c1ccc(OC)c(OC)c1 (centres undefined)	97	-6	12	-2	-3	0.5	x	6	100	2
CC(=O)Oc1ccc(-c2cccc(C(=O)OCC(=O)Nc3ccccc3Oc3ccccc3)c2)cc1	82	10	-30	-4	-12	-2.3	18	2	81	21
CCOC(=O)CNC(=O)CN1C(=O)CCSc2ccccc21	92	6	-38	-4	0	-0.5	-17	2	109	5
CS(=O)(=O)N(CC(=O)N1CCN(c2ccccc2)CC1)c1cc(C(F)(F)F)ccc1Cl	93	-18	1	-14	x	-1.2	2	2	79	3
O=C(CCc1nc2ccccc2s1)OCc1ccccc1F	94	-8	10	-9	-3	-2.5	-10	7	103	13
CSc1nc(Oc2ccc(=O)n(C)n2)nc(N(C)C)n1	93	11	-23	5	x	-3.1	4	0	92	32
O=C(CSCc1ccccc1Cl)NNC(=O)c1ccccc1	118	12	8	-23	-1	-2.3	-36	3	92	19
Cc1ccc(C(=O)Nc2cc(Cl)ccc2Oc2ccccc2)cc1[N+](=O)[O-]	81	6	-28	-2	0	-0.9	x	5	83	x
COCCN1C(=O)N[C@@H](c2ccc(Br)cc2)C(C(C)=O)=C1C	100	-2	-8	1	x	-0.8	-20	0	98	11
CCCCn1nnnc1SCC(=O)NCc1ccccc1	91	-4	-3	-13	-1	-2.2	4	3	95	25
COc1ccc(-c2cc(C(F)(F)F)nc(S(C)(=O)=O)n2)cc1OC	99	8	-74	49*	8	-5.6	57	2	101	5
CC(C)n1c(SCC(=O)Nc2ccccc2N2CCOCC2)nc2c1c(=O)n(C)c(=O)n2C	92	-4	-40	x	x	-2.4	-8	4	92	10
COc1ccc(C)cc1N(CC(=O)O)S(=O)(=O)c1ccc(C)cc1	96	3	-8	-2	-1	-2.1	13	5	94	4
CCSc1nc2c(c(=O)[nH]c(=O)n2C)n1C	102	9	-40	-3	-1	-0.4	13	1	102	1
CN(C)c1ccc(C(CC(=O)O)NC(=O)c2ccc(Cl)cc2)cc1 (centres undefined)	92	-14	-64	-14	-1	-0.4	-21	8	85	9
